Assay outcomes (PubChem BioAssay)
MITF inh – MITF inhibitors, primary screen, biochemical, AlphaScreen, human | hit rate 0.91% among 650,000 | inhibition, % at 2.6 µM | AlphaScreen MITF homodimerization, bead proximity signal | Microphthalmia-associated transcription factor (Homo sapiens), O75030; in the data active means inhibition above about 50%;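 further: 0% = vehicle wells with protein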
Target sequence (O75030 whole entry, looked up): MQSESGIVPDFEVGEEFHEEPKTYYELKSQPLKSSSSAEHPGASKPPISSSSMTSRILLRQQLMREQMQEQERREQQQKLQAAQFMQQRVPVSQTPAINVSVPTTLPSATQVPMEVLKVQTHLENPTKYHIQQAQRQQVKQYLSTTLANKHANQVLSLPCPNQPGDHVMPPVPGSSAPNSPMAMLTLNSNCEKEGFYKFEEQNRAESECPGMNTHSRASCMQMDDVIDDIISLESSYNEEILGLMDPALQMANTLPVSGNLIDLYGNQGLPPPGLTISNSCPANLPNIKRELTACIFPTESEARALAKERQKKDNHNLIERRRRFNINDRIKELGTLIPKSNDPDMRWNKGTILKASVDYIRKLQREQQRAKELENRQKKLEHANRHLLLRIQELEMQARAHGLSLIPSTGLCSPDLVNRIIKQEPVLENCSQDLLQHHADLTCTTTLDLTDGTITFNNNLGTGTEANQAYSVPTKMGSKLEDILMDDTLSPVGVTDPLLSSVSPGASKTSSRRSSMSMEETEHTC
GPR151 activ – activators of human GPR151, primary screen, cell-based, PathHunter beta-arrestin, luminescence; hit rate 1% among 650,000; AID 1508602, 2020; PathHunter beta-arrestin GPR151 cells; activation, % at 11.2 µM; G-protein coupled receptor 151 (Homo sapiens), Q8TDV0; in the data active means activation above about 4.9%;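 further: 0% = median of compound wells and 100% = cells with positive control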
Target sequence (Q8TDV0 whole entry, looked up): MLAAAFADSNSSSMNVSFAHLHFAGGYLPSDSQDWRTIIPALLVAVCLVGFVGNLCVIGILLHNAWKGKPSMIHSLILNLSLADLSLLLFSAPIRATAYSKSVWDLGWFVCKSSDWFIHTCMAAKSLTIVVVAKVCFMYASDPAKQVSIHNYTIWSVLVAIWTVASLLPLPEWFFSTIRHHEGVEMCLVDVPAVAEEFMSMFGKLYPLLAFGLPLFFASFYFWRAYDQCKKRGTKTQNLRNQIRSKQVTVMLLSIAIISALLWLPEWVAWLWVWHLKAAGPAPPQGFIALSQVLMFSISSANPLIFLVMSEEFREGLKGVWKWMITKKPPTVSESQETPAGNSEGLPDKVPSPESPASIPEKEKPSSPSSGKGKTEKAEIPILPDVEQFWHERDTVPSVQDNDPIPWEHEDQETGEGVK
TEAD-YAP block – TEAD-YAP interaction inhibition, primary screen, TEAD-YAP interaction inhibitor project, luminescence, HEK-TIYL cells | TEAD-Gal4/YAP UAS-luciferase luminescence | inhibition, % at 9.12 µM | hit rate 1.4% among 640,000; in the data active means inhibition above about 32%;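 further: 0% = median of test compound wells and 100% = reference inhibitor wells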
FBW7 act – FBW7 E3 ligase activators, primary screen, biochemical, AlphaScreen, human. normalized activity (activation), % at 26.1 µM. hit rate 0.13% among 650,000. AlphaScreen FBW7–phospho-cyclin E peptide binding, activator screen. F-box/WD repeat-containing protein 7 (Homo sapiens), Q969H0; in the data active means normalized activity above about 1.9%;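 further: purified mutant Fbw7 with reduced substrate affinity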
The depositor's hits bear a star; & = joins results of further samples.

The first 4 entries, to show the layout:
The line under a structure holds: MITF inh, GPR151 activ, TEAD-YAP block, FBW7 act
O=C(COC(=O)Cc1cccc(C(F)(F)F)c1)NCC1CCCO1 (centres undefined)
 : 11, 0.6, 13, -0.1
O=C(COC(=O)c1cccnc1)NCc1ccccc1
 : 5, 0.5, 0, -0.2
COc1ccccc1-n1c(SCC(=O)N2CCCC2)nnc1-c1cccnc1
 : 11, -0.3, -3, 0.2
CCCSc1nnc(NC(=O)c2ccccc2[N+](=O)[O-])s1
 : 1, 0.8, 6, 0.0

The listing, repeating the preview:
The line under a structure holds: MITF inh, GPR151 activ, TEAD-YAP block, FBW7 act
O=C(COC(=O)Cc1cccc(C(F)(F)F)c1)NCC1CCCO1 (centres undefined)
 : 11, 0.6, 13, -0.1
O=C(COC(=O)c1cccnc1)NCc1ccccc1
 : 5, 0.5, 0, -0.2
COc1ccccc1-n1c(SCC(=O)N2CCCC2)nnc1-c1cccnc1
 : 11, -0.3, -3, 0.2
CCCSc1nnc(NC(=O)c2ccccc2[N+](=O)[O-])s1
 : 1, 0.8, 6, 0.0
Cc1ccc2nc(NC(=O)c3cnccn3)sc2c1
 : -4, -3.9, -35, -0.1
C=CCn1c(Oc2ccc(OC)cc2)nc2c1c(=O)n(C)c(=O)n2C
 : 3, -0.3, 5, 0.1
COCCn1c(=O)[nH]c2cc(C(=O)Nc3ccc(OC)c(OC)c3)ccc2c1=O
 : 12, 0.4, 20, 0.0
O=S(=O)(/C=C/c1ccccc1)Oc1ccc2ccccc2c1
 : 0, -0.2, -3, 0.3
O=C(N/N=C/c1cc(Br)ccc1O)c1cccc(Br)c1
 : 25, 1.6, 10, -0.1
CCOC(=O)C(=O)Nc1sc(C(=O)N(CC)CC)c(C)c1C(=O)OC
 : 2, 0.5, 4, 0.0
O=C(Nc1ccc(F)cc1)c1cc2cc(Cl)cc(Cl)c2oc1=O
 : 3, 1.0, 11, -0.1
NC(=O)c1cccc(-c2cnn3c(NCc4ccc(F)cc4)ccnc23)c1
 : 21, 0.5, 23, -0.1
CCOc1ccc(C(=O)Nc2c3c(nn2-c2ccc(Cl)cc2)CS(=O)(=O)C3)cc1
 : -10, -1.1, -7, 0.0
CCOc1ccc(-c2nc3c(c(Cc4ccccc4)nn3-c3ccccc3)c3cc(OC)c(OC)cc23)cc1
 : -1, -0.3, -3, -0.1
CC(=O)Nc1ccc(C(=O)OCC(=O)Nc2ccc(F)c(F)c2)cc1
 : 12, -1.8, 12, 0.1
C=CCOC(=O)C1=C(C)NC2=C(C(=O)CC(C)(C)C2)C1c1cccc(OC)c1OC (centres undefined)
 : -14, -0.8, 10, -0.1
O=C(CSc1n[nH]c(=O)n1C1CC1)Nc1ccc(F)c([N+](=O)[O-])c1
 : 0, -0.3, 0, -0.2
CCCCN(CCCC)C(=O)Cn1cnc2c1c(=O)n(C)c(=O)n2C
 : 2, -0.1, 12, 0.1
COc1cc(SC#N)ccc1N=Cc1c(O)n(-c2cccc(C)c2)c(=O)[nH]c1=O
 : 4, -0.7, 4, -0.2
COc1ccc(/C=N/NC(=O)c2ccn(Cc3ccc(Cl)cc3)n2)cc1OC
 : 4, 1.4, -6, 0.3
COc1ccccc1NC(=O)Nc1ccnn1C1CCN(C(=O)c2occc2C)CC1
 : 0, 2.8, -7, 0.2
COc1ccccc1NC(=O)Cn1c(=O)n(Cc2ccccc2Cl)c(=O)c2ccccc21
 : -6, 0.7, -2, -0.1
CCn1c(SCC(=O)Nc2ccc(N(C)C)cc2)nc2cccnc21
 : -5, 0.2, -6, -0.2
Nc1nc(SCC(=O)Nc2ccc(S(N)(=O)=O)cc2)nc2sc3c(c12)CCC3
 : -2, 0.7, -6, -0.1
COc1ccccc1CNC(=O)c1c[nH]c2ccc(S(=O)(=O)NC3CCCCNC3=O)cc2c1=O (centres undefined)
 : 7, -0.3, 5, 0.0
CCCCN(Cc1ccccc1)S(=O)(=O)c1ccc2c(c1)oc(=O)n2CC(=O)OCC
 : 4, 0.3, 6, 0.1
COc1ccc(OC)c(NC(=O)c2c(NCc3ccc(C)o3)sc3c2CCCCC3)c1
 : -8, -0.4, 4, -0.1
Cc1[nH]nc2c1C(c1ccc([N+](=O)[O-])cc1)CC(=O)N2 (centres undefined)
 : -20, -0.5, -7, 0.0
Cc1cccc(OCC(=O)Nc2nccs2)c1C
 : 7, -4.6, 32*, -0.1
CN(C)C=Nc1ccc(S(=O)(=O)Nc2ncccn2)cc1
 : 12, -1.3, -2, 0.1
COc1ccc(NC(=O)CSc2nc3ccccc3c(=O)n2CCc2ccccc2)c(OC)c1
 : -10, -1.6, 1, -0.1
COc1ccc(CCN2C(=O)NC(=O)/C(=C/c3cnc(SC)nc3)C2=O)cc1OC
 : -8, -1.3, 10, -0.5
N#Cc1ccc(Oc2n[nH]c(=O)c3ccccc23)c([N+](=O)[O-])c1
 : 0, -0.7, -11, -0.1
CCN1CCc2c(C(=O)N(C)C(C)c3ccco3)c(OC)cc(=O)n2CC1 (centres undefined)
 : -3, -0.9, 7, 0.0
O=C1CCCC2=C1C(c1ccc3c(c1)OCO3)Nc1ccc(C(=O)c3ccccc3)cc1N2 (centres undefined)
 : 12, -1.7, 6, 0.4
Nc1nc(NCc2ccccc2)cc(N2CCOCC2)n1
 : 23, 1.8, -1, 0.2
Cc1cc(C)c(-c2csc(NC(=O)c3ccc(S(=O)(=O)N4CCc5ccccc54)cc3)n2)c(C)c1
 : 1, -1.2, 2, -0.2
COc1ccc(NC(=O)CN(c2ccc(Br)c(C)c2)S(C)(=O)=O)cc1
 : 3, -0.9, -9, 0.5
O=C1c2cccc3c(NCCO)ccc(c23)C(=O)N1c1ccccc1
 : 3, 1.3, -8, -0.2
CN(C)c1cccc(NP2(=O)C=C(c3ccccc3)OC(c3ccccc3)=C2)c1
 : 11, -0.6, 0, -0.3
Cc1ccc(NC(=O)Cn2cnc3sc(C(=O)Nc4ccc(C(C)C)cc4)c(C)c3c2=O)cc1Cl
 : 21, -2.2, -6, 1.0
O=S(=O)(c1ccc(OCC(O)CN2CCCC2)cc1)N1CCOCC1 (centres undefined)
 : 13, 1.8, 1, -0.1
CCOc1ccccc1C1CC(=O)C2=C(C1)Nc1ccccc1N(C(=O)CC)C2c1ccc(OC)cc1 (centres undefined)
 : 13, -0.2, 5, 0.9
O=C(OCc1ccco1)c1ccc(S(=O)(=O)N2CCCCC2)cc1
 : 11, -2.0, -10, -0.1
CCC(C)NC(=O)c1ccccc1NC(=O)c1ccc(F)cc1 (centres undefined)
 : 1, 3.1, 2, 0.1
Cc1ccc(-c2csc3ncnc(Nc4ccc5c(c4)OCCO5)c23)cc1
 : -8, -0.9, 0, -0.1
COc1ccc(C(O)(c2c(C)nn(-c3ccccc3)c2N)C(F)(F)F)cc1 (centres undefined)
 : 16, -0.2, 15, 0.5
O=C(CSc1nc2ccc([N+](=O)[O-])cc2[nH]1)Nc1ccc(F)cc1
 : 14, 1.0, 7, 0.1
CN1C(=O)C(Cc2ccccc2)NC1=S (centres undefined)
 : -2, -0.9, 0, 0.1
CC(C)(C)c1ccc(CNS(=O)(=O)c2ccc(N3CCCC3=O)cc2)cc1
 : 10, 0.0, 11, 0.5

New compounds follow
The line under a structure holds: MITF inh, GPR151 activ, TEAD-YAP block, FBW7 act
O=C(CCCSc1ccc(NC(=O)C2CC2)nn1)NCc1ccccc1Cl
 : -9, -0.3, -3, -0.1
CCOc1ccc2[nH]c(=O)c(CN(CCOC)C(=O)C3CCC3)cc2c1
 : -4, -0.6, 0, -0.1
Cc1ccc(NS(=O)(=O)c2cc(C(=O)Nc3ccc(Br)cc3)ccc2Br)cc1
 : -3, -1.2, 1, -0.1
O=S(=O)(c1ccccc1)N1CCN(C2CCN(Cc3ccccc3)CC2)CC1
 : -2, 2.3, 1, -0.1
Cc1c2cnn(CC(=O)Nc3ccccc3F)c(=O)c2c(C)n1Cc1ccccc1Cl
 : 9, -0.7, -13, -0.3
Cc1sc2ncn(CC(=O)NCCN(C)C)c(=O)c2c1S(=O)(=O)N1CCOCC1
 : -7, 0.4, -5, 0.1
COc1ccc(C(=O)NCCc2ccc(Cl)cc2)cc1[N+](=O)[O-]
 : -9, -0.3, 9, 0.7
CCN=C1SC(CC(N)=O)C(=O)N1CC (centres undefined)
 : 5&3, 1.4&1.8, 2&3, -0.2&0.3
CCCOC(=O)c1ccc(Br)c([N+](=O)[O-])c1
 : -1, 0.5, 8, -0.5
Nc1ncnc2c1nc(Br)n2C1OC(CO)C(O)C1O (centres undefined)
 : 2, 0.8, -12, 0.6
CC(C)C(C)NC(=O)CSc1nc2ccc([N+](=O)[O-])cc2s1 (centres undefined)
 : 13, 0.2, -5, 0.1
CCOC(=O)c1c(NC(=O)c2cnn3c(C(F)(F)F)cc(-c4ccc(C)cc4)nc23)sc2c1CCCC2
 : 11, -0.7, -2, 0.3
Cc1cccc(NC(=O)CN2C(=O)S/C(=C\c3ccc(Cl)s3)C2=O)c1
 : -19, -2.5, -9, 0.0
CC1CN(c2c([N+](=O)[O-])cc(C(=O)O)cc2[N+](=O)[O-])CCN1 (centres undefined)
 : 7, 1.1, 12, -0.2
Cc1nnc(NC(=O)CSc2nnc(Cc3cccn3C)n2Cc2ccccc2)s1
 : 16, 2.2, 3, 0.2
COc1cccc(-c2nc(-c3cccs3)c(-c3cccs3)[nH]2)c1
 : 3, 1.6, 14, 0.4
CCN(CCCNC(=O)CCCCCn1c(=S)[nH]c2cc3c(cc2c1=O)OCO3)c1ccccc1
 : -2, 0.7, 4, 0.4
Cc1ccc(C(=O)O)cc1N1C(=O)c2ccccc2C1=O
 : 1, 0.5, 8, 0.0
COc1c(Cl)cc(Cl)cc1C(C1C(=O)N(c2ccccc2)N=C1C)C1C(=O)N(c2ccccc2)N=C1C (centres undefined)
 : 14, -0.6, 9, -0.1
Cc1ccc(C)n1-n1c(C)nc2sc(-c3ccccc3)cc2c1=O
 : 1, -0.7, -25, -0.2
O=C(NCC1CCCO1)c1ccc(-n2c(=S)[nH]c3ccccc3c2=O)cc1 (centres undefined)
 : -7, -0.9, -7, -0.1
Cc1ccc(-c2nc3c[n+](CC(N)=O)ccn3c2Nc2c(C)cccc2C)o1
 : -3, 0.8, -10, -0.2
Cc1ccc(-n2ncc(C#N)c2/N=C/N2CCCCC2)cc1
 : -6, 3.5, -11, -0.3
Cc1cc(CNC(=O)CC2C(=O)NCCN2Cc2cccc(Oc3ccccc3)c2)on1 (centres undefined)
 : 2, 2.9, 6, 0.1
CCOc1ccc(C2=NC(c3ccc(Cl)cc3)NC(c3cc(Br)ccc3O)C2)cc1 (centres undefined)
 : -10, 0.6, -5, -0.1
Cc1ccc(C2=C/C(=C/c3ccccn3)C(=O)O2)cc1
 : 1, -0.1, -89, 0.0
Cc1ccc(C)c(Cc2c(C)nc3nc(SCc4ccc([N+](=O)[O-])cc4)nn3c2C)c1
 : 16, 1.8, 2, 0.2
CCCCS(=O)CC(COC(=O)c1ccccc1)S(=O)CCCC (centres undefined)
 : 27, 1.9, 11, 0.1
CN(C)c1ccc(-c2n[nH]c(=S)n2-c2ccccc2)cc1
 : 6, 0.3, 5, -0.2
COc1ccc(NC(=O)C2=C(C)NC(=S)NC2c2ccc(O)c(OC)c2)c(OC)c1 (centres undefined)
 : 8, 0.5, -4, 0.0
Cc1ccc(N(CC(=O)NC2CCCC2)C(=O)CCC(=O)Nc2nccs2)cc1
 : 5, -0.2, -2, 0.5
O=c1oc2c(Cl)cc(Cl)cc2cc1-c1nc(-c2cccs2)cs1
 : -8, -1.3, 3, -0.1
Cc1sc2ccc(Cl)cc2[n+]1CCO
 : -5, 1.3, 8, -0.2
O=C(N/N=C/c1c[nH]c2ccc(Br)cc12)C(O)c1ccccc1 (centres undefined)
 : 12, -0.9, 8, -0.1
Clc1ccccc1Nc1ncnc2ccccc12
 : -4, -0.1, -13, 0.0
CCCCCN(C(=O)NC(=O)Nc1ccccc1C)S(=O)(=O)c1ccccc1
 : 20, -0.6, 4, 0.2
CCOc1ccc(C(=O)OCC(=O)N2CC(=O)Nc3ccccc32)cc1
 : 7, 2.7, 14, 0.8
CCN1C(=O)S/C(=C/c2ccc(I)cc2)C1=O
 : 1, -0.5, 2, -0.1
COCCN1CCCc2ccc(NS(=O)(=O)c3cc(C)c(C)cc3OC)cc21
 : 31, -0.4, 4, 0.2
CN(C)c1ccc(NC(=O)c2sc(SCc3ccccc3)nc2N)cc1
 : 35, 0.0, -8, 0.0
CCOC(=O)c1c(NC(=O)CSc2nc3sc4c(c3c(=O)n2-c2ccccc2)CCCC4)sc2c1CCC2
 : -2, 0.0, -5, 0.2
NC(=O)CSc1n[nH]c(-c2ccco2)n1
 : 1, 0.8, 0, -0.1
NS(=O)(=O)c1ccc(NC(=O)CCS(=O)(=O)c2ccc(F)cc2)cc1
 : 10, 1.3, -10, 0.0
Nc1ncnc(NCc2ccncc2)c1[N+](=O)[O-]
 : -5, 0.4, 0, -0.1
COc1ccc(NC(=O)Cn2cnc3sc4c(c3c2=O)CCCC4)cc1OC
 : 5, -0.7, 10, -0.2
O=C(Nc1nc(-c2ccncc2)cs1)c1ccc([N+](=O)[O-])o1
 : -1, 2.9, 17, 0.2
CN(C)c1ccc(/C=N\NC(=O)c2n[nH]c([N+](=O)[O-])n2)cc1
 : -10, 2.1, 10, -0.1
CCOC(=O)c1c(NC(=O)C(c2ccccc2)c2ccccc2)sc2c1CCCC2
 : 10, -0.6, 4, 0.2
